Source: PubChem
SKKanGAS inh = blocks kanamycin growth of S. pyogenes SKKanGAS strain | BacTiter-Glo, 6 h | inhibition, % at 7.5 µM | 1.3% of 300,000 active;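 active = mean replicate score, as percent of positive control median, at least 50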;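 also: strain carries kanamycin resistance gene driven by streptokinase promoter and grows in 40 µg/ml kanamycin; loss of luminescence reflects streptokinase promoter inhibition or plain growth inhibition; 0% = median of DMSO wells and 100% = positive control at its reference dose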
RGS4 pot = potentiators or activators of RGS4; HEK293 M3R/inducible RGS4, carbachol calcium flux Fluo4; active compounds read low; 0.92% of 310,000 active; B-score at 10 µM;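 active = B-score of the integrated calcium signal more than 4 SD below the library mean, with starting fluorescence not abnormally high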;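 also: negative B-score means reduced calcium response which marks RGS4 activation or potentiation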
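Material: M3R-expressing HEK293 line, RGS4 induced by doxycycline | Schedule: Overnight RGS4 induction, 30 min dye load 37 °C, 20 min compound RT | Measured by: Fluo4 fluorescence kinetic imaging of calcium | Read-out: Integrated calcium ratio converted to B score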
HIF activator = HIF pathway transcriptional activation | U2OS HRE-luciferase reporter, luminescence; normalized: DMSO 0%, desferrioxamine 100% | 0.32% of 300,000 active | activation, % at 7.5 µM (by protocol);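 active = mean activation of at least 10% of the iron chelator positive control signal, with at least half of replicates also reaching 10%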
MrgX1 allo act = allosterically activates human MrgX1 receptor signaling | MrgX1-HEK293, Fluo-4 calcium flux, FDSS; active compounds read high | B-score at 10 µM | 0.63% of 310,000 active | AID 588675;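 active = plate-corrected calcium response at least 3 library SD above typical, normal starting fluorescence, not activating the receptor alone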;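 also: compound read alongside a low EC10 to EC30 dose of BAM8-22 agonist; peak minus trough fluorescence over baseline measured at the second addition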
TRPC6 act = activates the mouse TRPC6 cation channel. AID 2550. B-score at 10 µM. 0.13% of 310,000 active. HEK293-TRPC6 membrane potential dye fluorescence; active compounds read high;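 active = B-score of the integrated fluorescence ratio above library mean plus 3 SD, and starting fluorescence ratio within library mean plus 5 SD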;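 also: higher score means more depolarization so channel activation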
Target sequence (Q61143 whole entry, looked up): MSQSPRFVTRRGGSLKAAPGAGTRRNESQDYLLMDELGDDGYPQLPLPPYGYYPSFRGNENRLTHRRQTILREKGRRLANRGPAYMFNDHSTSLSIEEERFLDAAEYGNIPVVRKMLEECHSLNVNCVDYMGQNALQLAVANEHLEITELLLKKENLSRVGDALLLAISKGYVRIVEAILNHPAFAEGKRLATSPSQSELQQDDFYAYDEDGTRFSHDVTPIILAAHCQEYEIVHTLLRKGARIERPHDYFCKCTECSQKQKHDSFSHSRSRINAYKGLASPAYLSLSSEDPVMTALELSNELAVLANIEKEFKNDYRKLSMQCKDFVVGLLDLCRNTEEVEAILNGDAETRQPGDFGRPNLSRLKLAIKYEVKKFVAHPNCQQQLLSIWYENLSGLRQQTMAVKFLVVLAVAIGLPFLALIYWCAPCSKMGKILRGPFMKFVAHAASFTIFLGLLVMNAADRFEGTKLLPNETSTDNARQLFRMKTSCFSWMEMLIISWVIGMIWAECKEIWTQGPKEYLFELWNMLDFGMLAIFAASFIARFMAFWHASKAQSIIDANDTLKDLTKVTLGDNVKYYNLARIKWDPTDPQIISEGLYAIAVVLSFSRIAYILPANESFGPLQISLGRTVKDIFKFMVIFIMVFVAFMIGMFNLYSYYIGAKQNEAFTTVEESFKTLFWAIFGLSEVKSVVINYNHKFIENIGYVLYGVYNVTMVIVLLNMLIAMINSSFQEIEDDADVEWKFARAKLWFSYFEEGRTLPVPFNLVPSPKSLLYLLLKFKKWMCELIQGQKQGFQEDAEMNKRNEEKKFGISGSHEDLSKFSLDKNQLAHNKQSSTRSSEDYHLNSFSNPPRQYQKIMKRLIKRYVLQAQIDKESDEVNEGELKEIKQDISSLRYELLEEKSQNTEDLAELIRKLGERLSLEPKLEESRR
Platelet DG rel = modulates dense granule release in human platelets. human platelet-rich plasma, SFLLRN dense granule ATP release, luminescence. inhibition, %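 (compounds screened at 7.5 µM in platelet-rich plasma)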. 0.22% of 300,000 active;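 active = mean replicate score, as percent of positive control, at or above 50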
MrgX1 antag = human MrgX1 receptor antagonism, primary screen | Q96LB2 | MRGX1-HEK293 calcium flux, Fluo-4, BAM8-22 antagonism; active compounds read low | B-score at 10 µM | 1.3% of 310,000 active;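 active = calcium-response B-score plate-corrected more than 3 library SD below zero, starting fluorescence within 5 deviations, no agonist response on first addition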;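 also: peak minus trough fluorescence over baseline after final BAM8-22 challenge near maximal dose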
MrgX1 ag = human MrgX1 receptor agonism, primary screen; Q96LB2; MrgX1-HEK293 cells, Fluo-4 calcium fluorescence, agonist mode; active compounds read high; B-score at 10 µM; 0.44% of 310,000 active;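 active = calcium response B-score plate-corrected fluorescence ratio at least 3 library SD, with starting fluorescence B-score inside 5 SD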
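Test system: HEK293 cells stably expressing human MrgX1 receptor; Input: fifteen thousand cells per well; Dosing: compound delivered in addition one of three; Schedule: overnight seeding, then 1 h dark dye loading; Technique: Fluo-4 NW calcium fluorescence; Measure: B-scored fluorescence response ratio; Controls: positive and negative controls per plate.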
TRPC4 inh = inhibitors of mouse TRPC4 channel. 0.39% of 300,000 active. HEK293 TRPC4beta/mu-opioid, DAMGO-evoked Fluo4 calcium flux; active compounds read low. B-score at 10 µM. Q9QUQ5;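 active = B-score over 3 SD under the library average, no early fluorescence shift, positive overall ratio signal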
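Signal: kinetic Fluo4 fluorescence imaging of calcium influx. Material: stable TRPC4beta/mu-opioid receptor HEK293 cells. Probe or stimulus: DAMGO in two steps, submaximal then maximal.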
TRPC6 inhibitor = mouse TRPC6 channel inhibition. HEK293-TRPC6, membrane potential dye, ACh-evoked depolarization; active compounds read low. B-score at 10 µM. 1.1% of 310,000 active. AID 2553;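 active = B-score under library mean minus 3 SD, initial fluorescence not abnormally high, positive integrated signal ratio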;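 also: B-score derived from integrated fluorescence ratio over the kinetic read; more negative B-score means stronger inhibition of depolarization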
RGS4 block = inhibitors of human RGS4 | P49798 | HEK293 M3R/RGS4 inducible, Fluo-4 calcium flux; active compounds read high; triggered by carbachol at its EC20 | B-score at 10 µM | 0.45% of 310,000 active;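 active = B-score, a plate-corrected calcium signal, over three deviations above library mean, with baseline fluorescence within five deviations of library mean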;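 also: RGS4 expression induced by doxycycline in cells with stable M3 receptor; B-score is computed from the integrated fluorescence ratio over baseline after carbachol; higher B-score means a larger calcium signal and so more RGS4 inhibition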
Numbers without * were called inactive; i = inactive; . = no result given.

Order of values: SKKanGAS inh, RGS4 pot, HIF activator, MrgX1 allo act, TRPC6 act, Platelet DG rel, MrgX1 antag, MrgX1 ag, TRPC4 inh, TRPC6 inhibitor, RGS4 block
CCc1c(C)nc(N2CCN(c3ccc(OC)cc3)CC2)[nH]c1=O
    -0.3, i, 0.9, i, i, 2.7, i, i, i, i, i
O=C(O)CC1NC(=S)N(c2ccccc2)C1=O (stereo not drawn)
    -2.3, i, -0.2, i, i, -0.4, i, i, i, i, i
CC(=O)Nc1ccc(/C=N/NC(=O)CNC(=O)c2ccccc2)cc1
    -3.2, i, 0.5, i, i, 5.3, i, i, i, i, i
Cc1ccc(-c2csc(N(CC3CCCO3)C(=O)c3ccco3)n2)cc1 (stereo not drawn)
    -2.7, i, 0.5, i, i, 7.6, -4.7*, i, i, i, i
NS(=O)(=O)c1ccc(SCc2ccccc2)nc1
    -2.3, i, -0.3, i, i, 5.3, i, i, i, i, i
COCCNc1c2c(nc3c(-c4ccccc4)c(C)nn13)CCC2
    5.2, i, ., i, i, ., i, i, i, i, i
Cc1noc(C)c1COc1cccc(C(=O)OCC(=O)NC(=O)c2ccc(OC(F)F)cc2)c1
    -2.9, i, -1.3, i, i, 4.9, i, i, i, i, i
O=C(CSc1ccc(Br)cc1)N1CCN(S(=O)(=O)c2ccccc2)CC1
    -1.5, i, -0.4, i, i, -3.3, i, i, i, i, i
COc1ccccc1C(=O)NNC(=O)c1ccncc1
    -2.0, i, 0.6, i, i, -1.0, i, i, i, i, i
CC(=O)c1cccc(N(CC(=O)N2CCCC2)S(C)(=O)=O)c1
    -4.3, i, 0.0, i, i, -1.3, i, i, i, i, i
Cc1ccc(NC(=O)CCNS(=O)(=O)c2ccc3[nH]c(=O)oc3c2)c(C)c1
    1.6, i, 0.2, i, i, 7.7, i, i, i, i, i
CC(C)CCOc1ccc(C2=NNC(=O)CC2)cc1
    3.3, i, 0.8, i, i, -3.7, i, i, i, i, i
O=[N+]([O-])c1ccccc1COc1ccc(Cl)c2cccnc12
    -6.8, i, 4.3, i, i, 5.3, i, i, i, i, i
N#Cc1c(N)c(C(=O)c2ccc(Br)cc2)n2c1CCC2
    -2.5, i, -0.3, i, i, 6.5, i, i, i, i, i
CN(CC(=O)Nc1ccccc1Br)C(=O)c1cc(S(=O)(=O)N(C)C)ccc1N1CCCC1
    -4.0, i, 2.1, i, i, 4.6, i, i, i, i, i
FC(F)c1nc2ccccc2[nH]1
    4.0, i, -0.3, i, i, 2.3, i, i, i, i, i
COc1ccccc1NS(=O)(=O)c1cc(N/C(=N\S(=O)(=O)c2ccccc2)c2ccc(F)cc2)ccc1Cl
    23.8, i, -1.4, i, i, 9.8, i, i, i, i, i
O=C(c1cc(=O)[nH]c2ccccc12)N1CCc2ccccc2C1
    4.6, i, -0.7, i, i, 2.6, i, i, i, i, i
O=C(c1ccc(CS(=O)(=O)c2ccc(Br)cc2)o1)N1CCN(c2ccc(F)cc2)CC1
    0.5, i, 0.4, i, i, -2.5, i, i, i, i, i
OC(CNCCNc1ncccc1C(F)(F)F)COc1ccc(F)cc1 (stereo not drawn)
    0.4, i, -0.2, i, i, 14.3, i, i, i, i, i
CC(C)C[C@H](N)c1nnc(S(=O)(=O)Cc2cccc(F)c2)o1
    5.0, i, -0.3, i, i, -1.4, i, i, i, i, i
COc1ccccc1-c1nc2ccccc2nc1-c1ccccc1OC
    -3.6, i, -1.3, i, i, -50.3, i, i, i, i, i
COC(=O)c1ccc(NS(=O)(=O)c2cc3c4c(c2)CCN4C(=O)CC3)cc1
    0.6, i, 1.5, i, i, ., i, i, i, i, i
Cc1ccc(S(=O)(=O)CCC(=O)OCC(=O)NC(N)=O)cc1
    -7.1, i, -0.2, i, i, -2.1, i, i, i, i, i
CN(C)c1ccc(CN(C(=O)c2cc3ccccc3oc2=O)C2CCS(=O)(=O)C2)cc1 (stereo not drawn)
    1.8, i, -0.4, i, i, 12.0, i, i, i, i, i
CCN1C(=O)[C@H]2[C@@H](c3ccc(-c4ccc(Cl)c(Cl)c4)cc3)N[C@@](Cc3ccccc3)(C(=O)OC)[C@H]2C1=O
    12.8, i, -0.3, i, i, 1.6, i, i, i, i, i
Cc1cc(C)n(-c2ccc(Cl)c(Cl)c2)n1
    -1.1, i, -0.2, i, i, -5.2, i, i, i, i, i
CS(=O)(=O)N1CCc2cc(C(=O)Nc3ccccc3Br)ccc21
    -1.3, i, 3.5, i, i, -0.7, i, i, i, i, i
CC(=O)c1ccc(S(=O)(=O)N2CCNCC2)cc1
    -6.9, i, -0.4, i, i, -1.7, i, i, i, i, i
Clc1c(-c2nnc3n2CCCCC3)sc2ccccc12
    -16.0, i, 0.7, i, i, -13.5, i, i, i, i, i
Cn1c(NC(=O)C[n+]2cc(-c3ccc(Cl)c(Cl)c3)n3c2CCC3)cc(=O)n(C)c1=O
    -3.2, i, -0.4, i, i, 22.6, i, i, i, i, i
Cc1nn(Cc2ccc([N+](=O)[O-])cc2)c(=O)n1-c1cccc(Cl)c1
    -1.5, i, -0.7, i, i, -4.1, i, i, i, i, i
Cc1ccc(NC(=O)CC2(CC(=O)O)CCCC2)cc1
    -2.7, i, -1.2, i, i, -1.6, i, i, i, i, i
CCc1nn(CC(=O)NCCC(C)C)c(=O)c2cc3c(OC)cccc3n12
    2.8, i, -15.9, i, i, -8.3, i, i, i, i, i
CC(=O)c1ccc(S(=O)(=O)N(Cc2cc3cc4c(cc3[nH]c2=O)OCCO4)CC2CCCO2)cc1 (stereo not drawn)
    -0.9, i, ., i, i, -9.1, i, i, i, i, i
COC(=O)C1=C(CSc2nncn2C)NC(=O)NC1c1cc(C)ccc1C (stereo not drawn)
    -2.9, i, 0.0, i, i, 4.0, i, i, i, i, i
O=c1[nH]cnc2sc3c(c12)CCN(Cc1ccccc1)C3
    -0.2, i, 0.1, i, i, 21.4, i, i, i, i, i
COC(CNC(=O)c1ccc(CS(=O)(=O)c2ccc(C)cc2)o1)OC
    -2.6, i, 0.5, i, i, -3.0, i, i, i, i, i
Cc1cc(NC(=O)c2nn(C)c(C)c2Br)no1
    4.1, i, 1.5, i, i, -7.3, i, i, i, i, i
COC(=O)CSc1n[nH]c(-c2cccnc2)n1
    -2.1, i, 0.3, i, i, -5.8, i, i, i, i, i
C=CCSc1nc(-c2ccccc2)c(C#N)c(=O)[nH]1
    ., i, 0.4, i, i, -5.8, i, i, i, i, i
Nc1cc2c(cc1C(=O)c1ccc(Cl)cc1)OCCO2
    -8.9, i, 0.0, i, i, -0.8, i, i, i, i, i
Nc1ccccc1NC(=O)c1ccccc1N
    -5.3, i, 3.8, i, i, -2.2, i, i, i, i, i
CN1CCN(CCCn2cnc3c(=O)oc4ccccc4c32)CC1
    0.9, i, -0.7, i, i, -1.6, i, i, i, -5.07*, i
Cn1c(SCC(=O)NCCc2ccccc2)nnc1-c1ccco1
    -18.8, i, 0.1, i, i, 0.0, i, i, i, i, i
Cc1cc(=O)oc2cc(NC(=O)c3cc4ccccc4o3)ccc12
    -3.1, i, 1.2, i, i, 22.0, i, i, i, i, i
Cc1ccc(CN2C(=O)N/C(=C/c3ccc(-c4ccc(C(=O)O)cc4)o3)C2=O)cc1
    34.3, i, 0.4, i, i, -5.5, i, i, i, i, i
CCOC(=O)c1c(-c2ccc(OC)cc2)csc1NC(=O)CCN1CCOCC1
    ., i, ., i, i, ., i, i, i, i, i
O=c1ccc(-c2ccc(S(=O)(=O)NCC3CCN(Cc4cccc(F)c4)CC3)s2)n[nH]1
    -7.1, i, 0.0, i, i, -8.6, i, i, i, i, i
O=C(Nc1ccc(/C=C/c2nc3ccccc3o2)cc1)c1ccc(F)cc1
    6.7, i, 0.9, i, i, 18.0, i, i, i, i, i
NC(=S)Nc1ccc(Oc2ccc(NC(N)=S)cc2)cc1
    8.1, i, -5.7, i, i, -15.2, i, i, i, i, i
S=C(Nc1ccc(Cl)cc1)N1CCCC1
    3.1, i, 0.2, i, i, -1.0, i, i, i, i, i
O=C(COc1ncnc2sccc12)Nc1cccc(S(=O)(=O)N2CCCC2)c1
    3.3, i, 0.0, i, i, 8.2, i, i, i, i, i
CCCCOc1ccc(CSC(CC(=O)O)C(=O)O)cc1 (stereo not drawn)
    2.1, i, -0.2, i, i, 6.0, i, i, i, i, i
O=C(CSc1nnc2scc(-c3ccc(Cl)cc3)n12)NCc1ccc2c(c1)OCO2
    3.1, i, -0.6, i, i, 2.1, i, i, i, i, i
Cc1cc(NC(=O)CSc2nc3c(c(=O)n2C)SCC3)no1
    -1.0, i, -0.4, i, i, -8.8, i, i, i, i, i
Cn1c(=O)[nH]c(=O)c2c1nc(NCc1ccccc1)n2CCCc1ccccc1
    -5.4, i, -0.7, i, i, -13.3, i, i, i, i, i
Cc1cccc(N=C2NC(=O)/C(=C/c3cccn3C)S2)c1C
    11.6, i, -0.6, i, i, -8.5, i, i, i, i, i
CC1CCCCN1CCCNC(=O)c1ccc2c(=O)n(CCc3ccccc3)c(=O)[nH]c2c1 (stereo not drawn)
    5.2, i, 0.7, i, i, 0.2, i, i, i, i, i
Cc1cccc(Nc2ncnc3onc(-c4cccc(Cl)c4)c23)c1C
    4.9, i, -0.7, i, i, -2.5, i, i, i, i, i

(next part)
Order of values: SKKanGAS inh, RGS4 pot, HIF activator, MrgX1 allo act, TRPC6 act, Platelet DG rel, MrgX1 antag, MrgX1 ag, TRPC4 inh, TRPC6 inhibitor, RGS4 block
Cc1ccc(C(=O)N2CCN(c3ncccn3)CC2)c(C)c1
    -9.7, i, -22.9, i, i, -2.2, i, i, i, i, i
CCOc1cc(Cl)c(S(=O)(=O)NCCCn2ccnc2)cc1Cl
    -5.6, i, 0.3, i, i, -2.2, i, i, i, i, i
COC(=O)c1[nH]c2c(c1C)C(=O)CC(c1cc(OC)ccc1OC)C2 (stereo not drawn)
    3.6, i, 1.2, i, i, -12.8, i, i, i, i, i
CC(C1CC2CCC1C2)n1c(-c2cccs2)n[nH]c1=S (stereo not drawn)
    3.5, i, 0.4, i, i, -1.6, i, i, i, i, i
COc1ccc(CCN2CCCC(CN(C)C(=O)c3cc(C)oc3C)C2)cc1 (stereo not drawn)
    47.0, i, 4.4, i, i, 5.1, i, i, i, i, i
COc1cccc(CNC(=O)C2CCN(S(=O)(=O)c3cccs3)CC2)c1
    9.6, i, -0.3, i, i, -2.4, i, i, i, i, i
